From PubChem BioAssay
CF NFkB block: inhibitors of cystic fibrosis induced NF-kB; inhibition, % at 5 µM; AID 588850; KKLEB NF-kB-GFP reporter, PAF-induced, GFP fluorescence overnight; 0.86% of 360,000 active;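 active = at least 50% inhibition at 5 µM, scaled per plate between neutral and stimulator controls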;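 note: PAF is a Pseudomonas aeruginosa culture filtrate used as stimulus; plate controls were PAF-stimulated DMSO wells for no effect and unstimulated DMSO wells for full effect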
HIF-2a block: blocks HIF-2a reporter activity; 0.72% of 360,000 active; 786-0 RCC cells HIF-2a reporter, luciferase luminescence, overnight; inhibition, % at 18.8 µM;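 active = inhibition of the luminescence signal of 40% or more relative to plate controls, in a single-dose primary screen at 18.75 µM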
NR2E3 ag-1: human photoreceptor-specific nuclear receptor agonism. Q9Y5X4. CHO-S Gal4-NCOR/VP16-NR2E3 two-hybrid, luciferase. inhibition of corepressor binding, % at 3.98 µM. 0.35% of 360,000 active. AID 602229;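 active = inhibition above the mean of all tested compounds plus 3 SD, cut at about 70% in these data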;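 note: 0% = DMSO with NR2E3 transfected cells and 100% = cells lacking NR2E3 construct; higher means lower luciferase signal from less NR2E3 corepressor binding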
Target sequence (Q9Y5X4 whole entry, looked up, the tested form may be a part): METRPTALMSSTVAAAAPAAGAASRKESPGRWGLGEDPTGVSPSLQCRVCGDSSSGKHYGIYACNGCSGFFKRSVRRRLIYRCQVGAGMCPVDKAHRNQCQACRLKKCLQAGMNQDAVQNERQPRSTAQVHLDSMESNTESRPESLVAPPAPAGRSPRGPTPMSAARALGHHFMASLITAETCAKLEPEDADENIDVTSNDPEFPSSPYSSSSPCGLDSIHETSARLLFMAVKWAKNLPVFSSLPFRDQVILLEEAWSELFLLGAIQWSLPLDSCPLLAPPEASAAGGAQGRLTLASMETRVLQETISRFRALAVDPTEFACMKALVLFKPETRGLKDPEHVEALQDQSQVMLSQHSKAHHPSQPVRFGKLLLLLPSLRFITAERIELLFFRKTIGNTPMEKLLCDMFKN
iPSC survival up: increases survival of single human iPS cells. hiPSC single-cell survival, ATPlite luminescence; 100% = ROCK inhibitor wells, 0% = DMSO. 0.044% of 360,000 active. survival enhancement, % at 20 µM; in the data active = survival enhancement above about 18%;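 note: cells exposed to compounds for 16 hours before the ATP read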
TWEAK Fn14 block: inhibitors of TWEAK-Fn14 interaction signaling; TWEAK-stimulated Fn14 reporter cells, luciferase luminescence, 8 h; inhibition, % at 10 µM; 2% of 360,000 active; AID 1159606; in the data active = inhibition above about 50%
Peg3 promoter: inhibitors of Peg3 promoter | AID 588405 | 1.7% of 360,000 active | inhibition, % at 20 µM | HeLa PEG-Prom luciferase reporter, luminescence, overnight;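 active = inhibition of at least 50% at 20 µM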
KKLEB cytotox: CF airway cell cytotoxicity counter-screen | KKLEB CF airway cells viability, ATPlite luminescence, overnight; hits give low values; cells stimulated with P. aeruginosa culture filtrate | activity change (cytotoxicity), % at 5 µM | 0.36% of 360,000 active | AID 602141;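 active = corrected activity change at or below -50% at 5 µM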
TRPM1 prom inh: MITF TRPM1 promoter inhibition in SK-MEL-5 cells; SK-MEL-5 TRPM1 promoter luciferase, 24 h; inhibition, % at 12.5 µM; 0.83% of 330,000 active; AID 488899;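 active = mean inhibition across replicates of 60% or more, whatever share of single replicates reaches that level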; note: values of inactives mirror those of a sister screen read the other way
aDG glyco act: increases alpha dystroglycan glycosylation | Pro5-aDG cells, alpha-DG glycosylation AlphaScreen (IIH6); 0% Pro5, 100% B10-LARGE cell signal | activation, % at 10 µM | 0.22% of 360,000 active | AID 624168;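 active = activation of at least 8% versus controls, or a plate z-score of at least 8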;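 note: Pro5 are CHO cells carrying HIG-tagged alpha-DG that lacks glycosylation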
Shn3 3UTR inh: reduces Shn3 3'UTR luciferase signal in osteoblasts. AID 588674. 0.52% of 360,000 active. inhibition, % at 12.5 µM. Clone20 osteoblast Shn3 3'UTR firefly luciferase, 24 h;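 active = mean inhibition of at least 75% with every replicate also reaching 75%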;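 note: 0% = median of neutral control wells and 100% = pilot-screen positive control compound; some compounds past the cut are filed as inactive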
NR2E3 ag-2: NR2E3 (human) agonism; GST-NR2E3/biotin-RetCOR TR-FRET, 1536-well; 0.12% of 320,000 active; inhibition of corepressor binding, % at 4.78 µM; AID 2300;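 active = percent inhibition above the cutoff of mean plus 3 SD of all tested compounds, set per screening campaign, cut at about 20% in these data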;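 note: 0% = DMSO wells and 100% = biotin wells as full block of FRET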
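Test system – NR2E3–RetCOR corepressor complex · Quantity – NR2E3 fusion 1.35 nM · Buffer or medium – Tris pH 7.5 · Incubation – Compound–protein incubation for 5 h at 4 °C · Technique – TR-FRET, Eu(K)-anti-GST donor, streptavidin-D2 acceptor, ex 340, em 617/671 nm · Evaluation – percent inhibition of 671/617 nm emission ratio versus biotin and DMSO controls · Plate – 1536-well format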
An asterisk follows results filed as active; nt = not tested or not shown.

SMILES	CF NFkB block	HIF-2a block	NR2E3 ag-1	iPSC survival up	TWEAK Fn14 block	Peg3 promoter	KKLEB cytotox	TRPM1 prom inh	aDG glyco act	Shn3 3UTR inh	NR2E3 ag-2
Cc1ccc(-n2ncc3c(NCCCN4CCCC4=O)ncnc32)c(C)c1	-11.3	0.7	-10.3	1.7	-3.8	-10.5	27.3	30.0	-0.3	8.6	2.4
COCC(=O)N1CCC(Oc2ccc(C(=O)NC3CCOC(C)(C)C3)cc2)CC1 (stereo not drawn)	-3.5	-23.2	-36.1	1.2	-12.5	-16.3	1.5	5.1	-0.1	-17.4	-1.3
O=C(NC1CC1)c1cc2c(s1)CS(=O)(=O)C2	-1.6	2.4	-12.2	6.1	-14.0	-3.1	3.7	5.0	-0.7	9.4	1.8
COc1ccc(OC)c(NC(=O)CCNC(=O)Cn2cnc3ccccc3c2=O)c1	-6.8	18.5	-12.7	1.2	13.1	7.7	6.2	10.0	0.0	4.8	2.0
O=C(Nc1nccs1)c1ccc(Cl)cc1[N+](=O)[O-]	3.6	-95.0	-17.9	-3.7	27.2	-24.9	4.6	4.0	-0.1	4.9	0.8
CCOc1c(S(=O)(=O)N2CCCC2)ccc(Cl)c1Cl	18.1	13.2	2.2	-1.1	7.8	12.0	-8.6	-0.6	0.0	13.0	1.3
CC1(c2nnc(-c3cccc(Cl)c3)o2)CC(c2cccc(F)c2)=NO1 (stereo not drawn)	-5.0	5.1	-13.1	1.0	-9.8	3.5	-7.8	2.4	0.3	-6.0	-0.6
O=C(Nc1nnc(Cc2ccc(Cl)cc2)s1)c1ccco1	-5.0	-178.7	-44.6	-1.2	-10.8	-85.6	3.4	-21.2	0.0	7.5	3.6
COc1ccccc1C(=O)Nc1ccc2c(C)cc(=O)oc2c1	-13.7	-338.2	-135.1	0.2	-23.8	-335.4	3.5	-92.1	0.0	-60.1	3.7
COc1ccc([N+](=O)[O-])cc1NC(=O)c1cn(-c2ccc(C)c(C)c2)c(=O)c2ccccc12	8.0	16.8	9.4	3.0	4.5	13.2	-9.3	9.5	-0.2	1.9	0.5
Cc1ccc(S(=O)(=O)CCc2ccccn2)cc1	-1.7	-20.2	-7.5	0.1	9.1	-8.5	-5.5	-14.0	-0.2	-7.6	-1.2
COc1ccccc1N1CCN(C(=O)c2noc(C)c2[N+](=O)[O-])CC1	-9.7	11.8	-25.4	0.2	1.9	8.1	6.9	3.9	0.3	-4.1	1.7
CC(=O)N1c2c(cc(Br)cc2S(=O)(=O)NCc2ccc3c(c2)OCO3)CC1C (stereo not drawn)	0.7	9.2	-18.2	1.0	-5.0	15.0	2.8	3.9	0.2	6.6	6.6
Cc1cc(C(F)F)n2ncc(C(=O)N3CCc4ccccc4C3)c2n1	7.4	6.8	14.0	-1.9	9.7	-4.3	-9.4	7.3	-0.1	0.8	0.3
CSc1n[nH]c(NC2=CC(=O)CCC2)n1	2.9	-6.0	10.8	1.7	-2.9	2.4	8.1	4.7	0.1	-14.1	4.5
CCOc1ccc(NC(=O)N2CCC(n3c(=O)[nH]c4ccccc43)CC2)cc1	23.5	-4.4	-6.7	7.9	2.5	9.9	6.4	7.1	1.4	1.7	-1.7
O=S(=O)(SC1=NCCN1)c1ccccc1	4.9	12.5	8.2	0.6	6.1	0.0	4.0	-8.7	0.0	2.3	nt
COc1cc(C(=O)NCCC(=O)N2CCC3(CC2)NCCc2[nH]cnc23)cc(OC)c1OC	19.0	14.2	-24.2	0.1	8.3	-0.9	-7.1	-0.9	-0.4	4.3	2.0
CCOC(=O)C1(C)CCCN1C(=O)c1cccc(OC)c1 (stereo not drawn)	2.4	-3.9	-12.3	-2.1	-7.7	3.6	-3.9	nt	0.0	-10.3	nt
O=C(Cc1ccc(O)cc1)N/N=C/c1cccs1	-0.6	-14.8	-6.2	2.2	-11.0	0.3	6.6	5.9	0.3	-3.3	-0.2
Cc1nc2ccc(S(=O)(=O)Nc3cccc(-c4nc5cccnc5s4)c3C)cc2s1	7.4	15.3	97.5*	0.3	11.2	22.6	-8.6	6.0	-0.2	26.1	1.9
Nc1ncnc2c1ncn2[C@@H]1O[C@H](CNS(=O)(=O)c2ccc3c(c2)CCN(C(=O)C(F)(F)F)C3)[C@@H](O)[C@H]1O	32.5	14.7	-1.4	-0.8	-2.5	-17.0	-10.0	1.7	0.0	-2.0	nt
CC1CCC(NC(=O)Cn2c(=O)oc3cc(S(=O)(=O)N4CCCC4)ccc32)CC1 (stereo not drawn)	11.9	5.2	-23.0	-1.0	29.4	22.7	4.5	nt	-0.1	5.5	4.2
COCc1cc(=O)n2[nH]c(-c3cccc(Br)c3)cc2n1	-10.9	-158.1	-149.8	-0.8	-31.0	-109.3	-1.1	-17.1	-0.2	-43.5	-2.6
COC(=O)N/N=C(\C)c1ccc(OC(F)F)cc1OC(F)F	-14.2	6.2	6.2	1.4	-24.2	1.9	15.8	-2.7	0.0	-17.8	3.1

Filtered by structure: the entries above with a thiophene ring, fused or not
SMILES	CF NFkB block	HIF-2a block	NR2E3 ag-1	iPSC survival up	TWEAK Fn14 block	Peg3 promoter	KKLEB cytotox	TRPM1 prom inh	aDG glyco act	Shn3 3UTR inh	NR2E3 ag-2
O=C(NC1CC1)c1cc2c(s1)CS(=O)(=O)C2	-1.6	2.4	-12.2	6.1	-14.0	-3.1	3.7	5.0	-0.7	9.4	1.8
O=C(Cc1ccc(O)cc1)N/N=C/c1cccs1	-0.6	-14.8	-6.2	2.2	-11.0	0.3	6.6	5.9	0.3	-3.3	-0.2

Gathered by group, those above with bromine (2)
SMILES	CF NFkB block	HIF-2a block	NR2E3 ag-1	iPSC survival up	TWEAK Fn14 block	Peg3 promoter	KKLEB cytotox	TRPM1 prom inh	aDG glyco act	Shn3 3UTR inh	NR2E3 ag-2
CC(=O)N1c2c(cc(Br)cc2S(=O)(=O)NCc2ccc3c(c2)OCO3)CC1C (stereo not drawn)	0.7	9.2	-18.2	1.0	-5.0	15.0	2.8	3.9	0.2	6.6	6.6
COCc1cc(=O)n2[nH]c(-c3cccc(Br)c3)cc2n1	-10.9	-158.1	-149.8	-0.8	-31.0	-109.3	-1.1	-17.1	-0.2	-43.5	-2.6

(cont.)
SMILES	CF NFkB block	HIF-2a block	NR2E3 ag-1	iPSC survival up	TWEAK Fn14 block	Peg3 promoter	KKLEB cytotox	TRPM1 prom inh	aDG glyco act	Shn3 3UTR inh	NR2E3 ag-2
CCOC(=O)C1C(C(=O)OC)=C(C(=O)OC)c2ccccc2N1S(=O)(=O)C(F)(F)F (stereo not drawn)	-14.0	9.1	-25.5	-1.8	1.6	-6.4	1.0	3.0	-0.2	3.0	nt
COc1ccc(-n2ncc3c2CC(C)(C)CC3NC(=O)c2ocnc2C)cc1 (stereo not drawn)	20.0	4.5	-10.0	-0.3	-4.8	8.4	-15.0	5.7	0.0	15.5	2.1
Cn1c(SCCOc2ccccc2Cl)nnc1-c1ccncc1	4.3	5.4	-4.4	0.4	-7.1	0.0	-14.8	7.8	0.2	-9.8	4.8
CNc1nc(SCC(=O)OC)nc(N2CCOCC2)n1	7.0	14.6	-7.9	-1.6	-0.2	4.2	-7.6	3.1	0.0	5.7	7.0
C=CCNC(=S)N1CCc2c([nH]c3ccccc23)C1C (stereo not drawn)	3.9	-5.5	0.3	0.4	22.1	2.5	4.4	6.7	0.1	-6.1	0.8
C/C(=N\Nc1ccc([N+](=O)[O-])cc1)c1ccc(N)cc1	9.7	-253.9	-50.6	0.0	-23.7	-208.3	0.5	-75.6	-0.4	4.0	-1.6
CC(C)CNS(=O)(=O)c1ccc(S(=O)(=O)N2CCCN(Cc3ccccc3)C2)cc1	6.0	-2.5	6.2	1.5	0.3	-1.0	-2.2	-1.6	0.0	6.7	2.1
COCc1nnc(NC(=O)CCSc2ccccc2)s1	16.8	-65.8	-22.1	-1.7	-13.8	-38.9	-7.3	5.0	0.1	-36.9	-0.5
Cc1ccc(NC(=O)CCc2nc3sc4c(c3c(=O)[nH]2)CCCC4)c(Br)c1	-8.9	11.9	-21.7	0.5	-3.5	28.2	7.1	2.8	-0.2	9.5	0.4
C=C1[C@H]2O[C@H]2[C@@H](OC(C)=O)[C@@]2(C)[C@@H](OC(C)=O)C[C@@H](OC(C)=O)[C@@](C)(O)[C@@H]2[C@@H](OC(C)=O)[C@@]2(O)[C@@H](C)C(=O)O[C@H]2[C@H]1Cl	1.4	5.0	4.0	0.2	20.0	3.9	8.2	9.9	0.7	-6.4	nt
CC(=O)N1CCc2ccccc2C1CC(=O)O (stereo not drawn)	-10.3	12.4	-17.7	-0.7	-7.4	-6.4	0.4	7.7	-0.3	-5.1	0.4
CC(C)c1nc2cc(C(=O)N(C)C3CCOCC3)ccc2o1	-61.2	-61.1	7.6	-0.1	-19.3	-45.4	3.6	-10.4	-0.3	-10.7	0.1
COc1ccc([C@H]2N[C@]3(CCCN(Cc4ccco4)C3=O)[C@H]3C(=O)N(Cc4ccccc4)C(=O)[C@@H]23)cc1	5.8	8.1	-2.5	-0.7	-6.9	3.8	-18.2	nt	0.0	-6.9	nt
CN(Cc1cccc2cnccc12)C(=O)CCc1nnc(CCc2ccccc2)o1	3.1	-106.4	-69.2	-1.1	-9.1	-85.6	-11.2	-42.8	2.2	-25.8	-2.1
CCCCOc1ccc(CN2CCCCC2)cc1	-3.4	-50.6	-11.2	-0.4	12.8	-4.9	7.2	-15.0	-0.1	1.6	1.2
CN(C)C(=O)COc1ccc2cc(-c3ccccc3)c(=O)oc2c1	4.2	-187.0	-32.7	-2.3	-8.6	-223.1	-9.4	-58.0	0.1	-73.9	2.2
CN(C)CCn1c(COc2ccccc2)nc2ccccc21	1.1	13.8	-6.7	-0.6	3.6	12.6	0.0	-5.3	-0.3	-65.5	3.3
O=C(Cc1ccsc1)NNC(=O)c1cccc(Cl)c1	-19.3	1.0	-23.1	-0.4	0.1	-12.2	7.4	5.8	-0.1	0.1	0.3
Cc1ccc2c(c1)C(=O)CC(c1ccc3c(c1)OCCO3)O2 (stereo not drawn)	25.9	-215.3	-66.7	-0.3	-11.6	-159.3	-15.9	-56.9	-0.2	-24.3	7.0
CC(C)(C)n1nnnc1CN1CCN2CCCC2C1 (stereo not drawn)	7.8	2.4	-6.2	-1.2	-5.5	20.2	-17.9	2.0	-0.1	-30.9	2.0
CCOC(=O)c1c(/N=C/c2cccc([N+](=O)[O-])c2O)sc(C)c1C	3.5	-2.1	-41.9	-0.7	9.9	5.2	3.5	1.7	-0.1	-49.4	2.1
COc1ccc(OCC(=O)Nc2ccc(C)cc2)cc1	-13.0	-60.0	3.0	-2.8	-16.4	-67.0	1.2	-24.9	0.0	11.3	-2.2
O=C(CSc1nccn1-c1ccccc1)N1CCc2ccccc21	5.7	-52.7	-17.8	-1.0	-40.1	-38.1	-1.1	1.2	0.0	-19.0	2.2
CCCCN1C(=O)C(=O)N(CC(=O)c2cc(C)n(C3CC3)c2C)C1=O	2.3	-89.1	-37.9	-0.1	5.8	-139.2	-14.7	-31.0	-0.2	-17.0	3.6
Cn1nc(-c2ccccc2)cc1NC(=O)c1cccs1	-10.2	-20.6	-7.2	2.9	-15.9	-4.0	-6.5	-11.9	-0.1	9.2	-3.9
